From PubChem BioAssay
NCOA1 inh = inhibits human SRC1 coactivator; inhibition, % at 3.6 µM; Q15788; AID 588354; HEK293 GAL4-SRC1 luciferase reporter, luminescence; hit rate 0.12% among 360,000;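 active = inhibition above the campaign mean plus 3 SD, with each screening campaign given its own cutoff, cut at about 60% in these data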;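 also: 0% = DMSO treated cells and 100% = gossypol at 36 µM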
TLR9-MyD88 block = blocks human TLR9 binding to MyD88. Q9NR96+Q99836. AID 504734. inhibition, % at 4.98 µM. CHO BLA complementation TLR9-MyD88, CCF4 FRET ratio. hit rate 0.21% among 340,000;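 active = inhibition above the mean over all tested compounds plus 3 SD, cut at about 21% in these data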;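 also: 0% = DMSO only wells and 100% = clavulanate BLA inhibitor control wells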
NR5A2 inv ag = suppresses constitutive activity of human LRH-1; HEK293T StAR-luciferase reporter, LRH-1 transfected, 24 h; O00482; hit rate 0.13% among 360,000; inhibition, % at 3.6 µM; AID 602396;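 active = inhibition above the mean inhibition of all tested compounds plus 3 SD, cut at about 73% in these data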;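 also: 0% = DMSO wells and 100% = reporter-only cells lacking LRH-1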
LMP1 NFkB inh = inhibitors of Epstein-Barr LMP1-induced NF-kappaB reporter. LMP1-induced NF-kappaB luciferase reporter cells, luminescence. inhibition, % at 12.5 µM. hit rate 0.69% among 350,000; in the data active = inhibition above about 41%;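 also: 0% = neutral control wells and 100% = reference inhibitor control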
Vif inh = blocks HIV Vif function; HEK293T cells, Vif self-association by quenched fluorescence, imaging, 24 h; inhibition, % at 7.49 µM; hit rate 0.35% among 340,000; AID 602346; in the data active = inhibition above about 50%, passing the limit was not always enough; also: some results filed as inactive read as strong as hits
NOD2-RIPK2 inh = NOD2-RIPK2 protein interaction inhibition | inhibition, % at 4.98 µM | AID 624267 | CHO BLA complementation NOD2-RIPK2, CCF4 ratio | hit rate 0.38% among 360,000 | O43353; in the data active = inhibition above about 21%;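 also: 0% = vehicle only and 100% = reference blocker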
Target sequence (O43353 whole entry, looked up): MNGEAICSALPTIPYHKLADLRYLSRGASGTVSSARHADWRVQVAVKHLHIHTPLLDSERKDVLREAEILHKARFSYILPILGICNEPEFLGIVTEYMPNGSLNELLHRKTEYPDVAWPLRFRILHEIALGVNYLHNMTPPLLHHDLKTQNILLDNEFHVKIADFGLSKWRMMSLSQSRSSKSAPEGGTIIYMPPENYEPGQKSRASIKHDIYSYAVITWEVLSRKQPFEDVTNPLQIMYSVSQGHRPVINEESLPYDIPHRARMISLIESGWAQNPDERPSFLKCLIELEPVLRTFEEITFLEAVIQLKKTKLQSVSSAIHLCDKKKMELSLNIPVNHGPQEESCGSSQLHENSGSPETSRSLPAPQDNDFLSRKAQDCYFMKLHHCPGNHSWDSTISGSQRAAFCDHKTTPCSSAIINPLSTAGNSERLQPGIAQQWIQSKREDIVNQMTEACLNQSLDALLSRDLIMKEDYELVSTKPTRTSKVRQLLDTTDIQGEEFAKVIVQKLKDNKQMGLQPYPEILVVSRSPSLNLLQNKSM
TRAIL sens C8 = caspase-8 TRAIL sensitization. hit rate 1% among 360,000. AID 624354. inhibition (viability loss, TRAIL sensitization), % at 10 µM. NB7+C8 cells + TRAIL, ATPlite viability luminescence;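 active = compounds causing at least 50% loss of cell viability in the single-dose screen, relative to plate controls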
TROY NFkB inh = blocks TROY-dependent signaling in reporter cells. Q293 LMP1-TROYcd NF-kB luciferase reporter, 4 h. hit rate 0.98% among 360,000. inhibition, % at 10 µM;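 active = compounds whose plate-normalised and pattern-corrected inhibition of the luciferase reporter signal at the single screening dose is 50% or more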
NR2F2 inh = blocks human COUP-TFII nuclear receptor; P24468; HEK293T NGFI-A luciferase reporter, luminescence; inhibition, % at 8.6 µM; hit rate 0.7% among 370,000; AID 686940;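 active = inhibition above a per-plate cutoff, mean inhibition of test wells between control levels plus 3 SD, cut at about 38% in these data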;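 also: cells cotransfected with COUP-TFII expression vector driving the NGFI-A reporter; 0% = median of COUP-TF2 test wells and 100% = reporter-only cells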
Target sequence (P24468 whole entry, looked up): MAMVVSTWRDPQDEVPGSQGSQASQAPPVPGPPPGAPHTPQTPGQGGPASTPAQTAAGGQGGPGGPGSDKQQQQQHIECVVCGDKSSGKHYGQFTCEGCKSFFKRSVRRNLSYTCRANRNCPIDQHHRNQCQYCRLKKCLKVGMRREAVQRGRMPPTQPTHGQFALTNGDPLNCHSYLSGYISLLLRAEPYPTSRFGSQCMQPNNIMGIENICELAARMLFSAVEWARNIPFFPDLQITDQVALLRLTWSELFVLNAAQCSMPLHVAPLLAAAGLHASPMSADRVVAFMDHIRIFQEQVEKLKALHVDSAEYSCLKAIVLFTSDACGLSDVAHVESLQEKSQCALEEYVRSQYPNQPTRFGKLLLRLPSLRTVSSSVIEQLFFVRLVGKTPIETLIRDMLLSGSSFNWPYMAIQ
NCOA3 inh = inhibitors of human steroid receptor coactivator 3 (SRC3); Q9Y6Q9; HEK293 GAL4-SRC3 luciferase reporter, luminescence; inhibition, % at 3.6 µM; hit rate 0.17% among 360,000; AID 588352;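 active = inhibition above a per-campaign cutoff, the mean of all compounds plus 3 SD, cut at about 60% in these data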;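 also: 0% = DMSO-treated cells and 100% = gossypol-treated cells at 36 µM; higher means less SRC3-driven luciferase light from the GAL4 reporter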
SRC2 inh = inhibits human steroid receptor coactivator 2; Q15596; HEK293 GAL4-SRC2 luciferase reporter, luminescence; inhibition, % at 9 µM; hit rate 0.17% among 370,000; AID 651957;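 active = inhibition above the mean inhibition of all tested compounds plus 3 SD, set per campaign, cut at about 52% in these data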;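 also: 0% = DMSO treated cells and 100% = cells given Gossypol at 36 µM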
* = called active by the depositor; · = no result given. These rows are one share of the data, so the mix of outcomes need not match the whole.

SMILES | NCOA1 inh | TLR9-MyD88 block | NR5A2 inv ag | LMP1 NFkB inh | Vif inh | NOD2-RIPK2 inh | TRAIL sens C8 | TROY NFkB inh | NR2F2 inh | NCOA3 inh | SRC2 inh
C[C@H](CO)N1C[C@H](C)[C@@H](CN(C)C(=O)Nc2ccc3c(c2)OCO3)Oc2c(NC(=O)Nc3ccc(C(F)(F)F)cc3)cccc2C1=O | 12 | -9 | 1 | -1 | -19 | 9 | 34 | 18 | 16 | 10 | 7
COc1ccc(C(=O)Nc2ccc3nc(N4CCOCC4)sc3c2)cc1OC | -26 | -7 | 9 | -2 | -2 | -3 | -7 | 29 | 10 | 5 | -5
Cc1ccc(NS(=O)(=O)c2ccc(C(=O)NNC(=O)c3ccccc3O)cc2)cc1 | 9 | -3 | 10 | 10 | -6 | 1 | 8 | -9 | 0 | 14 | -14
COc1ccc(S(=O)(=O)NCc2ccccc2)cc1Br | -33 | -9 | 3 | -1 | -8 | -13 | -1 | 11 | -4 | 4 | -11
CC(C)C[C@@H](CN1CCCC1CN1C(=S)NC[C@@H]1Cc1ccccc1)N1C[C@H](Cc2ccc(O)cc2)N(CCc2ccccc2)C1=S (stereo partly drawn) | · | · | -24 | · | · | -5 | -6 | 7 | 11 | · | 1
O=C1c2ccccc2NC(c2ccc(-c3cccc(F)c3)o2)N1O (stereo not drawn) | -110 | 15 | -62 | 4 | -4 | 5 | 30 | -74 | -26 | -96 | -51
CCOc1ccc(C(=O)CC(Sc2ccc(C)cc2)C(=O)O)cc1 (stereo not drawn) | -7 | -11 | 2 | -4 | 6 | 2 | -7 | -6 | 9 | 6 | 2
COc1cccc(OCc2cc(C(=O)N3CCN(C)C(c4ccccc4)C3)no2)c1 (stereo not drawn) | -34 | 0 | -30 | -28 | -7 | 5 | 9 | -62 | · | -43 | ·
COc1ccc(C(=O)Nc2sc(C)c(-c3ccccc3)c2C#N)cc1OC | -23 | 9 | -12 | -7 | -10 | 5 | -4 | 21 | -6 | 3 | -14
CCC(C)(C)NC(=O)C(c1ccncc1)N(Cc1ccc(C)cc1)C(=O)c1csnn1 (stereo not drawn) | -8 | 2 | 14 | 2 | 5 | -4 | -11 | -8 | 11 | 12 | -6
Cc1ccc(NC(=O)C2CCN(S(=O)(=O)c3ccc4c(c3)OCCCO4)CC2)nc1 | 23 | -11 | 7 | 5 | · | -6 | -3 | 17 | -1 | 12 | 7
CCC(C(=O)NCc1ccco1)n1nc(-c2ccc(OC)cc2)ccc1=O (stereo not drawn) | -31 | -4 | -23 | 1 | · | -13 | -4 | -12 | -8 | -33 | 4
COc1cc(/C=C/C(=O)O)cc(S(=O)(=O)N(C)CCO)c1OC | 5 | -10 | 5 | 2 | 1 | -5 | 2 | 6 | -4 | 14 | 3
Fc1cnc(N2CCc3ccccc32)nc1N1CCc2ccccc21 | 1 | 7 | -1 | -44 | -14 | -9 | -7 | -8 | -8 | -14 | 1
CCN(CC)S(=O)(=O)c1ccc(C)c(NC(=O)CSc2nnnn2C)c1 | 10 | 4 | 0 | -6 | 2 | -7 | -17 | 5 | -8 | -21 | 5
O=C1CCC(=O)N1CNc1cccnc1 | -12 | 11 | -12 | -9 | 8 | -3 | 5 | -10 | -10 | 0 | -3
CC(C)(C)S(=O)(=O)c1nc2ccccc2s1 | -11 | -14 | -7 | -16 | 4 | -12 | -1 | -10 | 5 | 6 | -37
C=CCn1c(SCC(=O)Nc2ccc(NC(C)=O)cc2)nc2sc(C)c(C)c2c1=O | 6 | 5 | 0 | 15 | 7 | -6 | -3 | -7 | -1 | 8 | -39
CN(C)c1ccc(N=Nc2cccc(F)c2)cc1 | -98 | 2 | -98 | -29 | 9 | -11 | 39 | 19 | -45 | -92 | -50
Cc1cc2c(cc1C)NC(=O)C(C)CN2 (stereo not drawn) | -111 | -4 | -65 | -44 | -5 | -6 | -5 | 30 | -62 | -121 | -25
COc1ccccc1CNC(=O)CN(c1ccc(C)cc1)S(=O)(=O)c1c(C)n[nH]c1C | -22 | 7 | -4 | -4 | 6 | 6 | -1 | 7 | 12 | 9 | -14
COc1ccccc1CC(=O)N1CCCc2ccccc21 | -2 | 4 | 0 | 4 | 20 | -3 | -13 | -28 | 17 | 20 | 9
Cc1ccccc1N1C(=O)c2ccccc2C1Nc1cccnc1 (stereo not drawn) | -2 | 3 | -5 | 3 | -1 | -10 | 17 | 8 | -9 | -21 | -8
O=C(CNc1ccc(Br)cc1)Nc1ccc(S(=O)(=O)N2CCCC2)cc1 | 4 | 10 | 38 | -9 | -2 | -14 | -2 | 12 | 12 | 13 | -10
O=C(NCCCn1ccnc1)c1ccc(S(=O)(=O)Nc2ccccc2)cc1 | -4 | 3 | 14 | -3 | -2 | -6 | -11 | -8 | 0 | 6 | -5
COc1ccc(C2CC(c3ccccc3C)n3nc(N)nc3N2)cc1 (stereo not drawn) | 6 | 7 | 2 | -11 | 11 | 0 | -1 | -4 | 0 | -2 | 24
O=C(NCC1COc2ccccc2O1)C1CCC(CNc2c(N3CCCCC3)c(=O)c2=O)CC1 (stereo not drawn) | 4 | -2 | -7 | 6 | · | -12 | 47 | 4 | -21 | 3 | -5
CCOC(=O)C1CCCN(S(=O)(=O)c2c(C)noc2C)C1 (stereo not drawn) | -20 | -3 | -16 | -13 | -3 | -7 | 6 | -4 | 6 | 19 | -12
CC1CCN(S(=O)(=O)c2ccc(C(=O)Nc3sccc3C(N)=O)cc2)CC1 | -8 | -9 | -3 | -16 | 8 | 4 | 38 | 29 | 0 | 3 | -28
COc1ccc(N(C(=O)CNC(=O)c2cccs2)C(C(=O)NCC2CCCO2)c2ccccc2)c(OC)c1 (stereo not drawn) | 21 | -4 | -7 | 0 | -1 | 0 | 2 | -18 | -8 | 6 | 9
CCCCCc1c(C)c(C#N)c2nc3ccccc3n2c1-n1ccnc1C | 8 | 0 | 12 | 3 | 1 | -9 | 48 | 2 | 3 | 5 | -9
Nc1nc2c(ncn2[C@@H]2O[C@H](CNC(=O)[C@H](N)Cc3ccccc3)[C@@H](O)[C@H]2O)c(=O)[nH]1 | 7 | · | -11 | · | 0 | 1 | 2 | -6 | -17 | 13 | -7
CCCCCCn1cnc2c(c1=O)c1nc3ccccc3nc1n2Cc1cccs1 | 1 | -3 | -10 | 7 | 35 | 0 | 0 | -1 | 4 | -7 | -12
COc1ccc(-c2nc3c4ccccc4ccn3c2CC2CCCCC2)cc1OC | -27 | · | 13 | · | · | -17 | 8 | 2 | -15 | -20 | -33
Nc1nc(SCC(=O)Nc2ccc(C(F)(F)F)cc2)[nH]c(=O)c1NC(=O)c1ccc(F)c(F)c1 | -15 | -1 | 12 | -1 | -1 | 7 | -16 | -4 | 20 | -12 | -9
CCOC(=O)c1cnn(-c2ccccc2)c1NC(=O)CSc1nnc(-c2cccs2)n1CC | -11 | -2 | -6 | 11 | -31 | 1 | -5 | 15 | 3 | 11 | 1
Cc1ccc(C)c(N(C(=O)c2snc(C(N)=O)c2N)C(C(=O)NCC2CCCO2)c2cccs2)c1 (stereo not drawn) | -22 | 4 | -8 | 4 | -7 | -2 | 0 | -9 | 4 | -10 | -36
Cc1ccc2[nH]c(O)c(N=NC(=O)CCc3ccccc3)c2c1Br | -9 | 4 | -20 | -6 | -15 | 6 | -3 | 5 | -11 | 7 | -9
O=C(Nc1ccccn1)c1ccc(S(=O)(=O)c2ccc(Cl)cc2)cc1 | 5 | 5 | 18 | 6 | -9 | -4 | 11 | 7 | 33 | 20 | -10
CC1(C)CC(=O)C(=Cc2cn(-c3ccccc3)nc2-c2ccccc2)C(=O)C1 | -1 | 6 | 1 | -1 | 17 | 0 | 5 | 9 | -12 | 13 | -11
Cc1ccc(C)c(NS(=O)(=O)c2ccc(NC(=O)CSc3ccc(Cl)cc3)cc2)c1 | 6 | 6 | 6 | 4 | -1 | 4 | 1 | 5 | -6 | 5 | 1
CC1(C(=O)NS(=O)(=O)c2ccc3c(c2)CCO3)CCN1C(=O)C1(c2ccc(Cl)cc2)CC1 (stereo not drawn) | 16 | · | -4 | · | -6 | -4 | 0 | -2 | -6 | 0 | -20
CCN(CC)c1ccc(/C=N/n2c(C)cc(C)cc2=O)cc1 | 15 | 7 | 21 | -5 | -3 | 2 | -3 | -32 | 4 | -1 | -3
CC(=O)C1=C(C)N2CCN=C2S1 | -6 | 0 | -6 | -1 | 11 | 4 | -10 | 2 | -13 | 10 | 8
Cc1cccc(NCc2ccc(O)c3ncccc23)c1 | -32 | -2 | 5 | 8 | -24 | -2 | 15 | -6 | -10 | 16 | 8
Fc1ccc(C(c2nnnn2Cc2cccs2)N2CCN(C3CCCC3)CC2)cc1 (stereo not drawn) | -2 | 6 | -3 | 6 | · | -4 | -5 | 10 | -23 | 14 | -5
CC(C)(C)c1ccc(CC(=O)N2CCC2(C)C(=O)NCc2cccs2)cc1 (stereo not drawn) | 14 | · | -9 | · | -10 | -2 | -5 | -4 | -10 | 2 | 13
S=c1[nH]nc(-c2ccncc2)n1/N=C/C=C/c1ccccc1 | -2 | -4 | 1 | -6 | -1 | 2 | -22 | 18 | -16 | 24 | 22
COc1cccc2cc(C(=O)NCCN3CCOCC3)oc12 | -29 | -1 | -10 | 0 | 0 | 4 | 8 | -3 | 15 | 7 | 10
c1cc(CNc2ccc3c(c2)OCCO3)ccn1 | 27 | -7 | 54 | 21 | · | -3 | 10 | 62* | 8 | 55 | -15
CCCc1c(C(=O)NNc2ccc(C)cc2)cnn1-c1ccccc1 | -9 | 2 | 9 | -3 | 0 | -1 | 1 | 12 | 0 | 16 | -24
COCCNC(=O)c1ccc(NC(C)=O)cc1 | 3 | 0 | 5 | -9 | -8 | -4 | -5 | -14 | 5 | -1 | 17
Cc1cccc(-c2ccc3c(c2)C2CC3CCN2)c1 (stereo not drawn) | -6 | 0 | 1 | 1 | · | 1 | 10 | -10 | 4 | -7 | 9
CCN(c1ccccc1)S(=O)(=O)c1ccc(C(=O)Nc2cccc(NC(C)=O)c2)cc1 | -14 | -2 | -8 | 4 | -6 | -6 | -1 | -5 | 7 | 15 | 1
CC(C)n1nnnc1SCC(=O)Nc1ccccc1N1CCOCC1 | -6 | -10 | -2 | 0 | 17 | 2 | 12 | 1 | -10 | 18 | 16
O=C(N/N=C/c1cccnc1)c1cc(C2CC2)nc2ccccc12 | -2 | -2 | -2 | -4 | 12 | 3 | -5 | -17 | · | 4 | ·
c1ccc(-c2c[nH]c(-c3ccccc3)c2)cc1 | -90 | -5 | -74 | -24 | -9 | -6 | 7 | -59 | -32 | -62 | -63
N#Cc1c(N)nc2c(c1-c1cccnc1)CCCCC2 | 7 | -10 | -15 | 8 | -11 | -3 | 3 | 16 | 15 | 25 | 25
